From PubChem
JMJD2A Tudor = JMJD2A Tudor domain (human) inhibition; AID 504339; Potency, µM (top dose mostly 114 µM), inactives show top-dose activity change, negative = inhibition, most hits filed as inhibitors; 390,000 compounds, 4.4% hits; AlphaScreen JMJD2A-Tudor / H3K4me3 peptide binding; O75164; also: potency is read from the fitted curve at half-maximal effect; % is scaled to controls: 0 for no effect and ±100 for the full control effect; nearly all actives have a fitted effect of over 50% in size
POLH inh = blocks human DNA polymerase eta activity; Q9Y253; recombinant Pol eta, fluorescent DNA replication assay; Potency, µM (top dose mostly 114 µM), without a hit: at the highest dose activity change, negative = inhibition, actives largely listed as inhibitors; 390,000 compounds, 1.2% hits; AID 588591; also: potency is read from the fitted curve at half-maximal effect; % is scaled to controls: 0 for no effect and ±100 for the full control effect
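Pol eta at 10 nM preincubated with compounds 15 min at room temperature; reaction started with fluorescent substrate (50 nM final) and read kinetically at 0 and 10 min.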
Tb PGK inh = blocks T. brucei phosphoglycerate kinase; AID 602233; PGK/GAPDH coupled, Kinase-Glo luminescence, 60 min; 380,000 compounds, 0.043% hits; P07378; Potency, µM (titrated, usually from 57.5 µM), for the others: top-dose activity change, negative = inhibition, usual class: inhibitors; also: potency is read from the fitted curve at half-maximal effect; % is scaled to controls: 0 for no effect and ±100 for the full control effect; nearly all actives have a fitted effect of over 60% in size
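Recombinant glycosomal PGK reaction used 1,3-bisphosphoglycerate generated in-well by GAPDH (100nM final) in 100mM TEA pH 7.6, 5mM MgCl2, 0.01% Tween-20. After 60 minutes at room temperature, ATP was read by Kinase-Glo Plus luminescence end-point.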
Pin1 inh = inhibitors of human Pin1; Potency, µM (top dose mostly 115 µM), without a hit: at the top dose activity, negative = inhibition, most hits filed as inhibitors; 390,000 compounds, 0.009% hits; Pin1 FP peptide displacement, HiFluor488, 10 min; Q13526; active = well fitted inhibition curve with a large enough effect in the polarisation, with a control signal flat, not every such curve was filed as active; inconclusive = small, poorly fitted or top-dose-only effect, or effect the other way, or a change in a side signal; inactive = no such curve, though single readings can be large or run the other way; the % refers to the polarisation; also: potency is read from the fitted curve at half-maximal effect; % is scaled to controls: 0 for no effect and ±100 for the full control effect
Target sequence (Q13526 whole entry, looked up): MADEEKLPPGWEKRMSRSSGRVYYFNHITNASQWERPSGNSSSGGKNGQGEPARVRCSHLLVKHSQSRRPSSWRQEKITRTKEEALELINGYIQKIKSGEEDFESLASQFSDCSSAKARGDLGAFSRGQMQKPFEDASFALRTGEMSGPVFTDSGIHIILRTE
PI4K2A inh = blocks human PI4K2A kinase activity | Q9BTU6 | purified PI4K2A, ADP-Glo luminescence, 1 h; hits give low values | activity change, negative = inhibition, % at 76.9 µM | 420,000 compounds, 0.13% hits | AID 1346378; in the data active = activity change below about -50%; inconclusive = mostly about -30% to -49%;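 also: -100% = wells without enzyme as full effect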
Target sequence (Q9BTU6 whole entry, looked up): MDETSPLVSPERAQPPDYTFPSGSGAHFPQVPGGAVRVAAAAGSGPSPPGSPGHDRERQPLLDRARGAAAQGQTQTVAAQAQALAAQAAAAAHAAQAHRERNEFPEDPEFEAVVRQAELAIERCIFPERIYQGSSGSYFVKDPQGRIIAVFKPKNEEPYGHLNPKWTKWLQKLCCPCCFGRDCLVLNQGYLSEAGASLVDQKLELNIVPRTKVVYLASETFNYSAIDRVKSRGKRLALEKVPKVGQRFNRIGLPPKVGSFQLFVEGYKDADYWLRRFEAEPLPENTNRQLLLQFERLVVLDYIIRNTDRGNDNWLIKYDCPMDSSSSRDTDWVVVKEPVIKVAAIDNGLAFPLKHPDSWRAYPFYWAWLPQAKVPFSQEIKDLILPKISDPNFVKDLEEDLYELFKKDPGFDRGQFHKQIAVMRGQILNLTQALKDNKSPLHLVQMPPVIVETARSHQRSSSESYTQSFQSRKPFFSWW
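PI4K2A activity was measured by ADP-Glo luminescence: enzyme (4 ug/mL stock) and phosphatidylinositol (1.2 mM stock) in Tris pH 7.5/MgCl2/EGTA/Triton X-100 buffer were reacted with ATP (300 microM stock) for one hour at ambient temperature.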
BAZ2B block = blocks human BAZ2B; Q9UIF8; AlphaScreen BAZ2B-H3K14Ac peptide displacement; Potency, µM (top dose mostly 114 µM), for inactives: at the top dose activity change, negative = inhibition, actives largely listed as inhibitors; 360,000 compounds, 4.4% hits; AID 504333; also: potency is read from the fitted curve at half-maximal effect; % is scaled to controls: 0 for no effect and ±100 for the full control effect; nearly all actives have a fitted effect of over 60% in size
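AlphaScreen luminescence quantifies BAZ2B engagement of H3K14Ac peptide; the protein and biotinylated peptide are both at 50 nM final, buffer PBS pH 7.4 with 0.01% Tween-20, all steps at room temperature.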
GLS inhibitor = blocks human kidney-isoform glutaminase activity; 410,000 compounds, 0.21% hits; GLS enzymatic activity, qHTS titration; O94925; Potency, µM (series often up to 45.5 µM), without a hit: top-dose activity change, negative = inhibition, most hits filed as inhibitors; AID 624170; also: potency is read from the fitted curve at half-maximal effect; % is scaled to controls: 0 for no effect and ±100 for the full control effect
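Coupled fluorescence readout: glutamate oxidase/HRP/Amplex Red detect glutamate formed by hKGA from L-glutamine (1 mM solution added). Buffer 45 mM KH2PO4 pH 8.2, 0.02% Tween-20; reads at t0 and 30 min RT.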
G9a block = inhibitors of human histone lysine methyltransferase G9a; Q96KQ7; G9a H3K9 monomethylation, AlphaScreen, 2 h; Potency, µM (doses to about 102 µM), for inactives: at the top dose activity, negative = inhibition, usual class: inhibitors; 350,000 compounds, 8.8% hits; also: potency is read from the fitted curve at half-maximal effect; % is scaled to controls: 0 for no effect and ±100 for the full control effect; nearly all actives have a fitted effect of over 75% in size
Target sequence (Q96KQ7 913-1193 limits assumed): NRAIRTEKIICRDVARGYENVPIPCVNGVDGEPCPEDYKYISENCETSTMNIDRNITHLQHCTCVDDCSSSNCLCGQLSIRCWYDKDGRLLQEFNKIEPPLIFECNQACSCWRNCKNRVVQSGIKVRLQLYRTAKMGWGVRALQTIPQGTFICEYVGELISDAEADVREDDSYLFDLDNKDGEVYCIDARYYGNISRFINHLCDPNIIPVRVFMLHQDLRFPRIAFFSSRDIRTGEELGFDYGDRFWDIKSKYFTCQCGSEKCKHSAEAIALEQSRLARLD
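Enzyme 20 nM + cpd, 15 min RT; add b-H3K9 pep 500 nM / SAM 20 uM; 2 h RT; anti-H3K9me1 Ab 0.5 ug/mL + SA donor / anti-rabbit acceptor beads 20 ug/mL each, 10 min; AlphaScreen read.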
HP1b binding inh = inhibitors of HP1-beta chromodomain binding to methylated histone tails; AlphaScreen HP1-beta / biotin-H3K9me3 peptide binding; Potency, µM (doses to about 114 µM), without a hit: at the highest dose activity change, negative = inhibition, usual class: inhibitors; 390,000 compounds, 0.56% hits; also: potency is read from the fitted curve at half-maximal effect; nearly all actives have a fitted effect of over 70% in size; inactives centre near 23
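HP1-beta protein (50 nM final) preincubated 30 min at room temperature with biotinylated H3(1-18)K9me3 peptide (50 nM) in PBS pH 7.4, 0.01% Tween-20, then compound added for 30 min. AlphaScreen streptavidin donor/nickel chelate acceptor beads (10 ug/mL final), 30 min dark, luminescence read.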
* = called active by the depositor; i = inactive; u = inconclusive; x = no result given; & = joins results of further samples; [ ] = remark or other dose. Unless noted, calls follow the shape of the dose curve; as a rule, active = well fitted curve in the direction sought with a large enough effect; inconclusive = small, poorly fitted or top-dose-only effect, or another doubt; inactive = no such curve, though single readings can be large; an effect the other way counts as inactive or inconclusive. Not all compounds are listed; count on the stated rates, not on these rows.

The opening 2 compounds, to show the layout:
SMILES | JMJD2A Tudor | POLH inh | Tb PGK inh | Pin1 inh | PI4K2A inh | BAZ2B block | GLS inhibitor | G9a block | HP1b binding inh
Cc1cc(N)n(C2CCN(C)CC2)n1 | -5.2% | 2.4% | 13.2% | 1.5% | -0.5 | 8.0% | 25.7% | 14.1% | 16.6%
CCOc1ccc(-c2cc(C(=O)N3CCC4(CC3)OCCO4)c3ccccc3n2)cc1 | -5.5% | -12.0% | -8.7% | -2.7% | -7.5 | x | -23.7% | x | 1.6%

This part in full, previewed entries included:
SMILES | JMJD2A Tudor | POLH inh | Tb PGK inh | Pin1 inh | PI4K2A inh | BAZ2B block | GLS inhibitor | G9a block | HP1b binding inh
Cc1cc(N)n(C2CCN(C)CC2)n1 | -5.2% | 2.4% | 13.2% | 1.5% | -0.5 | 8.0% | 25.7% | 14.1% | 16.6%
CCOc1ccc(-c2cc(C(=O)N3CCC4(CC3)OCCO4)c3ccccc3n2)cc1 | -5.5% | -12.0% | -8.7% | -2.7% | -7.5 | x | -23.7% | x | 1.6%
Clc1ccc(N2CCN(Cc3ccccc3Cl)CC2)cc1 | 4.47µM* | -2.6% | x | 12.0% | 4.6 | u | -0.9% | 25.1µM* | u
O=C(COc1ccc2ccccc2c1)N1CCN(Cc2ccncc2)CC1 | u | -13.6% | -5.9% | -14.1% | -3.2 | 53.5%[activator] | -5.3% | 6.31µM* | u
CC1=NCCc2c1[nH]c1ccccc21 | u | -13.2% | i | u | -2.5 | x | -0.4% | x | -15.3%
COc1ccc(CNCCc2c(C)[nH]c3ccc(OC(F)(F)F)cc23)c(OC)c1 | 17.8µM* | -8.7% | -10.4% | -5.9% | 2.3 | 56.2µM* | 4.9% | 44.7µM* | u
CCCCCCN=C(C)c1c(O)n(Cc2ccccc2)c(=O)[nH]c1=O | 26.2% | -5.6% | -2.6% | 4.1% | -1.1 | 12.0% | -0.7% | -9.4% | 26.6%
COc1ccc(C(C)=O)cc1COc1ncnc2ccccc12 | -21.1% | -16.8% | -6.8% | 1.2% | 2.4 | -17.1% | 0.5% | u | 32.8%
CCCCN=Cc1c(O)n(-c2c(C)cc(C)cc2C)c(=O)[nH]c1=O | 6.0% | -19.0% | 0.5% | 48.1%[activator] | 5.0 | 0.5% | -0.8% | -1.5%[12.7 µM] | 32.8%
FC(F)(F)c1ccc(CNCCc2ccc3c(c2)OCO3)cc1 | 56.2µM* | -14.9% | -5.4% | -2.5% | -4.3 | 79.4µM* | 1.8% | 22.4µM* | -18.8%
O=C(Nc1ccc(F)cc1)c1c(O)c2c(n(Cc3ccccc3)c1=O)CCCC2 | u | 5.5% | 2.8% | 0.7% | 0.5 | 19.4% | 16.4% | -17.0% | 23.7%
S=C(c1ccc(Cl)cc1)N1CCOCC1 | -21.2% | -10.9% | -3.8% | -0.4% | 3.1 | -2.3% | -14.1% | 11.2µM* | -31.5%
COc1ccc(CC(=O)N2C[C@H]3C[C@@H](C2)c2cccc(=O)n2C3)cc1 | -8.8% | -11.3% | 8.9% | 5.1% | 3.1 | 15.1% | 9.7% | x | 6.3%
O=c1c2ccccc2nc(-c2ccco2)n1-c1ccc(Br)cn1 | -14.9% | -5.9% | -3.5% | 2.4% | 2.8 | 10.7% | 0.8% | 11.0%[59 µM] | 18.1%
O=C(Oc1cccnc1)c1ccc(Cl)cc1 | 7.4% | -14.1% | 2.8% | -1.4% | -0.8 | u | x | u | 32.3%[activator]
CC(=NCCO)c1c(O)n(C2CCCCC2)c(=O)[nH]c1=O | 3.8% | -16.6% | -6.2% | -0.1% | 3.5 | 2.5% | -1.4% | -7.8% | 36.5%[activator]
O=C(COC(=O)Cc1ccccc1)Nc1ccc(F)cc1 | -9.8% | -15.9% | -12.5% | 8.5% | 5.1 | x | -3.6% | 7.0% | 28.5%
CCC1CN(C)CCC1(OC(C)=O)c1ccccc1 (stereo not drawn) | -18.8% | 6.6% | i | -4.9% | -0.4 | 7.2% | -2.7% | 16.5%[59 µM] | 25.8%
CCc1ccccc1NC(=O)CN1CCN(C(=O)COc2ccccc2C#N)CC1 | -11.3% | -17.7% | -10.3% | 1.0% | -1.3 | -22.8% | 1.7% | -4.3%[12.7 µM] | 33.9%
CC(=O)N1CCC2(CC1)CC(=O)c1cc(OCC(=O)N3CCC4(CC3)OCCO4)ccc1O2 | 0.7% | -19.0% | 3.9% | -1.0% | -1.3 | 10.1% | -2.8% | 71.9%[activator][59 µM] | 44.7%[activator]
CC1C(c2cccs2)=[N+]([O-])C(C)(C(=O)c2ccc(F)cc2)N1O (stereo not drawn) | -14.0% | -1.6% | -2.1% | 3.1% | -3.7 | x | 44.9%[activator] | x | 18.0%
CCCCC/C(=N\O)c1c[nH]c2ccccc12 | -19.0% | -9.9% | x | -2.0% | 0.4 | -2.0%[57.1 µM] | -6.1% | u | 17.1%
Cc1ccc(N2C(=O)NC(=O)/C(=C\c3cc(C)n(-c4ccc(C(=O)O)cc4)c3C)C2=O)cc1 | -24.2% | 35.5µM* | -7.9% | 4.4% | -26.3 | -32.6% | -12.4% | u | 20.9%
CC1=C2CCC3C(CCC4=CC(=O)CCC43C)C2CC1 (stereo not drawn) | 2.1% | -7.4% | -2.4% | -4.0% | -4.0 | x | 1.1% | x | 17.9%[57 µM]
C[Se]C[C@@H](N)C(=O)O | 20µM* | u | -17.1% | -15.5% | -4.8 | u | u | 3.98µM* | -3.7%
O=C(O)C1C2c3ccccc3C(c3ccccc32)C1C(=O)Nc1ccccc1 (stereo not drawn) | -1.4% | 0.2% | -3.7% | -12.0% | -0.7 | -3.2% | 9.0% | -32.8% | 31.6%
CCN1CCN(c2ccc(N)cc2C)CC1 | u | -3.0% | -3.3% | 0.1% | 35.5 | u | u | 31.6µM* | -13.7%
O=S(=O)(c1ccc(Cl)cc1)N1CC1c1ccccc1 (stereo not drawn) | -1.4% | -18.4% | i | 6.9% | -2.2 | -3.1% | 25.4% | 10.3%[59 µM] | 25.1%
COc1ccc(CCNC(=O)CCS(=O)(=O)c2ccc3c(c2)oc(=O)n3C)cc1OC | -9.2%&-2.3% | -9.2%&-7.2% | -6.5%&16.5% | -10.3%&-0.3% | 7.1&0.5 | -16.7% | 8.3%&-1.7% | 63.9%[activator] | 64.0%&38.5%[activator]
Cc1cccc(-n2c(-c3ccccc3)nc3ccccc3c2=O)n1 | -18.2% | -1.7% | -1.2% | -3.5% | 5.0 | -14.0% | 2.4% | 7.0% | 31.8%
O=C(c1ccc(Cl)cc1)C1CCCN(Cc2cccc3ncccc23)C1 (stereo not drawn) | -32.9% | -12.9% | i | 10.6% | 2.2 | -19.9% | -1.1% | x | 27.8%
Cc1ccc(NS(=O)(=O)c2ccc(OCC(=O)N3CCN(C)CC3)cc2)cc1 | -10.3% | -7.4% | 5.7% | 0.7% | 0.6 | -12.0% | 11.8% | x | 18.1%
O=C(CSc1nnnn1-c1ccccc1)Nc1ccc(N2CCOCC2)c(Cl)c1 | -23.1% | -9.4% | -1.2% | -6.9% | 1.6 | 0.5% | -0.2% | 12.6µM* | 32.3%
Fc1cccc(CNCCc2c[nH]c3ccccc23)c1 | -14.6% | -21.8% | -5.7% | 1.6% | 1.4 | u | 1.4% | x | 25.6%
CCOP(=O)(OCC)C(NC(=O)C(Cl)Cl)C(Cl)(Cl)Cl (stereo not drawn) | -7.6%[57.1 µM] | -7.7% | i | 11.2% | -3.4 | 5.7% | -6.4% | -11.5% | 45.1%[activator]
C=CCn1c(O)c(C(CC)=NCCN2CCN(C(=S)NC)CC2)c(=O)[nH]c1=O | 0.7% | -9.9% | -7.8% | -1.1% | -2.7 | -11.7% | -1.3% | u | 45.9%[activator]
N#Cc1cc([N+](=O)[O-])ccc1NC(=O)c1cccn(Cc2cccc(F)c2)c1=O | -4.9% | -1.6% | 7.3% | -12.3% | 0.1 | -5.2% | -12.8% | -22.8%[59 µM] | 17.6%
CCN1CC2([N+](=O)[O-])CC=C(Cl)C([N+](=O)[O-])(C1)C2 (stereo not drawn) | -2.3% | 9.6% | -8.0% | 2.4% | -1.5 | -16.9% | -1.1% | -2.8% | 15.1%
COc1cc(Cc2ccc(N)c(OC)c2)ccc1N | u | -8.0% | i | 7.8% | -3.1 | u | 0.0% | 70.8µM* | -21.2%
O=C(NC1CCCCC1)[C@@H]1CC=C[C@@H]2CCN(Cc3ccccc3)C(=O)[C@@H]21 | -7.1% | -6.3% | 3.2% | -2.7% | -1.5 | x | 0.7% | x | 18.6%
CC(C)c1ccc(Oc2cccc3c2S(=O)(=O)N(C2CCCC2)CC(COCc2ccccc2)O3)cc1 (stereo not drawn) | -5.8% | -13.5% | -2.4% | 15.3% | 1.5 | x | -3.9% | x | 63.8%[activator]
Cc1ccccc1NC(=O)Cc1nc(COC(=O)Cc2ccccc2)cs1 | 1.7% | -11.3% | i | 9.2% | 2.2 | -4.5% | -12.0% | -0.6%[12.7 µM] | 51.2%[activator]
CCn1c(O)c(C(c2ccccn2)c2c(O)n(CC)c(=S)[nH]c2=O)c(=O)[nH]c1=S | 3.98µM* | -6.7% | -0.3% | -4.3% | -7.6 | 31.6µM* | 64.0%[activator] | u | 21.1%
CC(=O)N1CCN(c2ccc(OC[C@H]3CO[C@](Cn4ccnc4)(c4ccc(Cl)cc4Cl)O3)cc2)CC1 | 25.1µM* | -7.4% | -0.6% | 0.4%&1.9% | 1.1&-1.3 | 35.5µM* | 15.1% | 10µM* | u
